SMARCA2 act: SMARCA2 (BRM) function activators, primary screen, cell-based, luminescence, high throughput; MG213 cells, MMTV-luciferase reporter, dexamethasone, overnight; AID 652017, 2013; 1% of 370,000 active; activation, % at 9.1 µM; in the data active means activation above about 7.8%;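 further: 0% = vehicle wells and 100% = reference activator wells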
HGIII-sPLA2 inh: human group III sPLA2 inhibitors, primary screen, biochemical, QFRET, BODIPY PC-A2 liposome substrate. QFRET BODIPY PC-A2 liposome hydrolysis, fluorescence. 0.56% of 370,000 active. inhibition, % at 12.2 µM. Group 3 secretory phospholipase A2 (Homo sapiens), Q9NZ20;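 active means inhibition above mean plus 3 SD of compounds lying within the high and low control bounds, cut at about 19% in these data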;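 further: 0% = median of test compound wells and 100% = no enzyme DMSO wells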
FXN GAA850 act: FXN promoter activators, primary screen, cell-based, luciferase luminescence, HEK293 lucGAA850; 0.56% of 360,000 active; activation, % at 6 µM; HEK293 lucGAA850 FXN promoter luciferase reporter, 24 h; percent of 10 µM SAHA response; AID 540364, 2011;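 active means activation above the average of all compounds screened plus 3 SD, cutoff fixed separately per campaign, cut at about 7.5% in these data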;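 further: 0% = DMSO wells and 100% = 10 µM SAHA wells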
NPR1 activator: GC-A stimulated cGMP production enhancers – HEK293 GC-A cells, cGMP TR-FRET, EC30 ANP, primary screen. 0% at EC30 ANP, 100% saturating ANP. activation, % at 10 µM. AID 1671463, 2021. Atrial natriuretic peptide receptor 1 (Homo sapiens), P16066. 0.14% of 370,000 active; in the data active means activation above about 40%
ssDAF-12 act: S. stercoralis DAF-12 nuclear receptor activators, primary screen, cell-based, luminescence, HEK293, GRIP1 co-expression, lit1-tk-luc | activation, % at 6.8 µM | Nuclear hormone receptor DAF-12 (Strongyloides stercoralis) | HEK293 ssDAF-12/GRIP1 lit1-tk-luc reporter; % of 3 µM dafachronic acid response | 1% of 370,000 active;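 active means activation above the mean over all tested compounds plus 3 SD, cut at about 0.9% in these data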;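 further: 0% = DMSO-only wells and 100% = 3 µM delta7-dafachronic acid wells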
ADAM10 inh: human ADAM10 inhibitors, primary screen, biochemical, QFRET, HTS | inhibition, % at 7 µM | recombinant ADAM10, EDANS/DABCYL FRET peptide cleavage, 3 h | 0.62% of 370,000 active | Disintegrin and metalloproteinase domain-containing protein 10 (Homo sapiens), O14672;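 active means inhibition above a per-campaign cutoff equal to the mean of compounds falling between control-based bounds plus 3 SD, cut at about 20% in these data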;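 further: 0% = DMSO wells while the 100% control is not disclosed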
Target sequence (O14672 214-748 limits assumed): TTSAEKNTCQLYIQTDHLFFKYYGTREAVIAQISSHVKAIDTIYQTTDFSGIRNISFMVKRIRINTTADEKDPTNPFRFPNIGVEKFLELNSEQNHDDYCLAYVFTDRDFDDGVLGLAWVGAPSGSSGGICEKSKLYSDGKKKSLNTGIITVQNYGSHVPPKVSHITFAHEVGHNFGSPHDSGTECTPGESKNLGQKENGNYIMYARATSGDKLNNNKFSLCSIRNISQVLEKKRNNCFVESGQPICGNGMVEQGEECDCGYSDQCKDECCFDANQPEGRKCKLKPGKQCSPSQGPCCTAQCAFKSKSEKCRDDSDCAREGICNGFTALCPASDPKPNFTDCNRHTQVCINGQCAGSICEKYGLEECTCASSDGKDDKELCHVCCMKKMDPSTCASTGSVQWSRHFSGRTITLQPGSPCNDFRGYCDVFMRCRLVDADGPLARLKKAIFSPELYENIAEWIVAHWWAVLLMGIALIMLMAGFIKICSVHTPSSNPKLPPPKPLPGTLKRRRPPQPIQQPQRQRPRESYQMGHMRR
hcDAF12 agonist: H. contortus DAF-12 nuclear receptor activators, primary screen, cell-based, luminescence, HEK293, lit1-tk-luc reporter; HEK293 hcDAF-12 lit1-tk-luc reporter; 0% DMSO, 100% Δ7-dafachronic acid; activation, % at 6.8 µM; 1.4% of 370,000 active; AID 652067, 2013;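 active means activation above the mean of all tested compounds plus 3 SD, cut at about 5.5% in these data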;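 further: 100% = response to 3 µM Δ7-dafachronic acid high control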
DAX1 inh-1: DAX1 (NR0B1) inhibitors, primary screen, cell-based, HEK293, Gal4-DAX1, luciferase luminescence | Nuclear receptor subfamily 0 group B member 1 (Homo sapiens), P51843 | AID 504766, 2011 | HEK293 Gal4-DAX1 luciferase reporter | 0.99% of 340,000 active | inhibition, % at 6.75 µM;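 active means inhibition above the mean over all tested compounds plus 3 SD, cut at about 4.2% in these data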;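 further: 0% = DAX1-transfected cells with DMSO and 100% = empty-vector control cells with DMSO; inhibition shows as a rise in luminescence from relieved DAX1 repression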
Target sequence (P51843 207-470 limits assumed): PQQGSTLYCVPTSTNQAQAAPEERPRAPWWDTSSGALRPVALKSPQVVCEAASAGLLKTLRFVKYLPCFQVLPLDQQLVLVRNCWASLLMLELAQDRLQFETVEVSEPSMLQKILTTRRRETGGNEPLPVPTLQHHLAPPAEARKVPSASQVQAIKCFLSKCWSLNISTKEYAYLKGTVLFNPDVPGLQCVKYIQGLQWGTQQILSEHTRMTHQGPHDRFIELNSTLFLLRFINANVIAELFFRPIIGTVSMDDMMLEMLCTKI
DAX1 inh-2: DAX1 (NR0B1) inhibitors on StAR promoter, primary screen, cell-based, luminescence, SF-1 (NR5A1), full-length DAX-1. 1.1% of 370,000 active. AID 652010, 2013. HEK293T StAR-luciferase reporter, SF-1/DAX-1 repression relief. inhibition, % at 6.8 µM;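 active means inhibition above the mean over all tested compounds plus 3 SD, cut at about 3.6% in these data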;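 further: 0% = DAX-1 cells with DMSO and 100% = cells lacking DAX-1 with DMSO; higher inhibition means more luminescence from relief of DAX-1 repression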
NPR2 activator: human GC-B receptor activators, primary screen, HEK293 GC-B cells, cGMP TR-FRET, EC30 CNP; Atrial natriuretic peptide receptor 2 (Homo sapiens), P20594; 0% at EC30 CNP, 100% saturating CNP; activation, % at 10 µM; 0.11% of 370,000 active;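 active means activation at 10 µM reaching about 35% in either raw or pattern-adjusted values, limit read from the data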
hgDAF12 agonist: H. glycines DAF-12 receptor agonists, primary screen, cell-based, luminescence, HEK293, GAL4 fusion, UAS-luciferase. HEK293 GAL4-hgDAF12 UAS-luciferase reporter, agonist luminescence; normalized to butyrate control. activation, % at 6.8 µM. 1.8% of 370,000 active. AID 687014, 2013;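 active means activation above a cutoff set at the mean of all screened compounds plus 3 SD, cut at about 10% in these data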;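 further: 0% = DMSO wells and 100% = sodium butyrate wells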
* marks the source's active call; other numbers are inactive results; . = no result given.

SMILES	SMARCA2 act	HGIII-sPLA2 inh	FXN GAA850 act	NPR1 activator	ssDAF-12 act	ADAM10 inh	hcDAF12 agonist	DAX1 inh-1	DAX1 inh-2	NPR2 activator	hgDAF12 agonist
O=C(NCc1ccccc1)c1nccnc1CO	-3	8	3.1	-3	-1.0	3	-1.9	-0.8	-0.1	3	-0.3
Cc1cc(C)n2nc(SCC(=O)Nc3c(C)n(C)n(-c4ccccc4)c3=O)nc2n1	0	6	-0.7	-1	-0.9	4	0.6	-0.3	1.1	7	1.8
C[C@H]1CN([C@@H](C)CO)S(=O)(=O)c2ccc(-c3ccncc3)cc2O[C@H]1CN(C)C(=O)c1cccc(F)c1	2	-1	-2.1	1	-0.8	-2	1.3	1.3	-0.5	2	1.4
CCOC(=O)Cc1csc(NC(=O)COc2ccc3c(C)cc(=O)oc3c2)n1	-3	-2	-1.4	-6	-1.9	-162	-0.1	0.7	-1.4	0	-1.4
Cc1nnc(NC(=O)c2ccc3c(c2)OCO3)s1	10*	1	4.8	-5	-0.1	-2	2.6	3.1	2.8	3	12*
COc1ccc(NC(=S)N2CCN(S(=O)(=O)c3ccccc3)CC2)cc1OC	4	6	-2.1	2	-0.7	-5	0.5	0.9	-1.7	4	-0.8
O=C(CC(C(=O)N1CCc2ccccc21)n1ccnc1)NCc1ccccc1 (stereo unspecified)	0	-2	1.9	-1	-1.3	0	0.9	0.7	0.6	-1	2.0
CC[C@]12c3[nH]c4ccccc4c3CCN1C(=O)C(CC(=O)NCc1ccco1)C[C@@H]2C(=O)N1CCN(C(=O)c2ccco2)CC1 (stereo partly specified)	-2	9	-5.1	0	-1.1	-4	-0.2	5.8*	0.1	2	-1.5
CCOc1ccccc1C1NC(=O)NC(C)=C1C(=O)OCc1ccccc1 (stereo unspecified)	-2	-4	0.1	-3	-2.0	-3	-3.1	-0.5	0.1	-5	-2.8
CCN(C[C@H]1N[C@@](C)(C(=O)OC)[C@H]2C(=O)N(Cc3ccccc3)C(=O)[C@@H]12)C(=O)NC(C)C	-5	3	0.0	-1	-0.7	-11	0.2	2.0	-0.2	4	-1.5
CC(Oc1ccc(C#N)cc1)C(=O)c1ccc(F)c(F)c1 (stereo unspecified)	-3	4	2.4	-2	-2.3	-2	-1.8	0.9	-0.4	7	-4.2
Cc1ccc(C(=O)NCCc2ccc(F)cc2)s1	1	5	4.2	-3	-0.2	-9	2.6	0.7	2.9	-1	17*
O=C1S/C(=C\C=C\c2ccco2)C(=O)N1c1ccccc1	0	28*	7.5	-3	-1.0	12	1.6	-1.0	-0.8	-5	4.6
CCN(CC)S(=O)(=O)c1cccc(C(=O)Nc2cc(C)on2)c1	-1	-3	1.5	3	-1.5	0	1.1	0.6	-0.2	-6	3.8
c1nc(N2CCC3(CC2)OCCO3)c2c3c(sc2n1)CCCC3	1	-1	-0.2	-3	-1.6	1	-2.2	0.5	-0.8	-4	0.9
Clc1ccc(/C=C/c2nc(Cl)c(-c3ccc(Cl)cc3)c(Cl)n2)cc1	-1	0	1.5	5	-1.1	-6	0.2	0.5	0.1	2	-0.2
NC(=O)C1CCN(C(=O)c2ccc(C(F)(F)F)cc2)CC1	0	6	0.3	2	-1.1	-4	0.8	0.6	0.2	-6	2.1
CCOc1ccc(NC(=O)N2CC(C)OC(C)C2)cc1 (stereo unspecified)	0	-9	-0.8	-4	-1.3	0	0.3	2.0	0.2	4	-1.0
COc1ccc(C(=O)COC(=O)CCN2C(=O)C3C4C=CC(C5CC45)C3C2=O)cc1 (stereo unspecified)	-1	-8	1.1	-1	-1.2	3	-0.9	0.5	-0.5	0	0.5
COc1ccc(NS(=O)(=O)c2cc(C(=O)NNC(=O)c3ccncc3)ccc2OC)c(OC)c1	-2	16	0.4	-1	-1.2	-8	-1.0	.	-2.1	0	5.1
Clc1ccc(Cn2ncc3c(NCc4cccnc4)ncnc32)cc1	-3	-8	-2.1	5	-2.1	7	-3.6	-1.5	-1.7	6	-4.7
CCC(=O)Nc1cccc(NC(=O)CSc2nnc(C3CC3)n2C)c1	-1	-3	-0.1	2	-0.8	2	1.9	0.5	-0.8	0	0.2
CCOC(=O)N1CCN(C(=O)CCN2C(=O)/C(=C\c3ccc(OC)c(OC)c3)SC2=S)CC1	-2	-1	1.9	0	-1.1	-8	-0.9	2.6	-0.4	-4	-0.2
c1ccc(C(CN2CCOCC2)c2ccccc2)cc1	-1	-2	-2.0	-9	-1.3	-3	-0.2	1.2	-0.4	1	2.3
O=C(CCN1CCN(C/C=C/c2ccccc2)CC1)Nc1ccccc1	2	-4	2.2	0	-1.2	-3	-1.6	0.6	0.8	-4	-0.5

5 entries from above, comma-delimited.
Compound,SMARCA2 act,HGIII-sPLA2 inh,FXN GAA850 act,NPR1 activator,ssDAF-12 act,ADAM10 inh,hcDAF12 agonist,DAX1 inh-1,DAX1 inh-2,NPR2 activator,hgDAF12 agonist
Cc1cc(C)n2nc(SCC(=O)Nc3c(C)n(C)n(-c4ccccc4)c3=O)nc2n1,0,6,-0.7,-1,-0.9,4,0.6,-0.3,1.1,7,1.8
Cc1ccc(C(=O)NCCc2ccc(F)cc2)s1,1,5,4.2,-3,-0.2,-9,2.6,0.7,2.9,-1,17*
NC(=O)C1CCN(C(=O)c2ccc(C(F)(F)F)cc2)CC1,0,6,0.3,2,-1.1,-4,0.8,0.6,0.2,-6,2.1
CCOC(=O)N1CCN(C(=O)CCN2C(=O)/C(=C\c3ccc(OC)c(OC)c3)SC2=S)CC1,-2,-1,1.9,0,-1.1,-8,-0.9,2.6,-0.4,-4,-0.2
CCC(=O)Nc1cccc(NC(=O)CSc2nnc(C3CC3)n2C)c1,-1,-3,-0.1,2,-0.8,2,1.9,0.5,-0.8,0,0.2

New compounds follow
SMILES	SMARCA2 act	HGIII-sPLA2 inh	FXN GAA850 act	NPR1 activator	ssDAF-12 act	ADAM10 inh	hcDAF12 agonist	DAX1 inh-1	DAX1 inh-2	NPR2 activator	hgDAF12 agonist
COC(=O)c1ccc(NC(=O)CN2CCN(S(=O)(=O)c3ccc(Br)cc3)CC2)cc1	-4	-15	-0.3	0	-0.9	10	-1.3	1.3	-0.5	-4	1.1
Cc1ccc(NCc2nnc(SCC(N)=O)n2CC2CCCO2)c(C)c1 (stereo unspecified)	-4	0	-0.3	3	-1.1	4	-0.9	5.5*	-0.2	-1	2.4
COc1cc2c(cc1OC)C1CCc3cc4c(cc3C1N=C2)OCO4 (stereo unspecified)	0	9	2.0	2	-0.3	-56	1.5	1.3	2.4	2	11*
C[C@@H]1CC[C@@]2(O[C@H](CCO)C[C@H](O)[C@H]2O)O1	0	-3	1.9	4	-1.1	5	0.8	-0.9	0.5	2	-0.7
COc1ccc(C)cc1-n1c(SCC(=O)NC2CC2)nc2ccccc2c1=O	-2	2	-6.0	-6	-1.4	-9	-1.8	-1.0	-0.9	-3	-1.7
CC(=O)c1ccc(NC(=O)c2cn(C)c(=O)c3ccccc23)cc1	-2	3	-1.5	0	-0.5	-3	-1.6	0.9	-0.8	-5	-3.0
COc1ccccc1-c1nnc(SCC(=O)O)n1C	-1	-7	-2.9	0	0.4	-4	5.0	1.2	0.7	4	2.6
Cc1nc(C)c(C(=O)OCC(=O)Nc2ccccc2SCC#N)s1	0	-6	-0.2	0	-0.2	-1	2.2	-0.3	-0.6	-2	4.0
CN(CC(=O)NCCC1=CCCCC1)S(=O)(=O)c1ccc2c(c1)c(=O)n(C)c(=O)n2C	2	-4	0.6	15	-1.6	-5	-1.8	0.2	0.1	3	-0.6
Cc1cc(NS(=O)(=O)c2ccc(NC(=O)CNS(=O)(=O)c3ccccc3)cc2)nc(C)n1	-2	10	-0.4	-4	-1.1	-8	-0.8	-0.1	0.2	9	-1.4
CC(Oc1ccccc1)C(=O)Nc1oc(-c2ccco2)c(-c2ccco2)c1C#N (stereo unspecified)	2	-32	0.7	-5	-1.4	4	-0.3	-0.5	0.1	-9	1.6
COc1ccccc1-c1nnc(NC(=O)C(C)Sc2nncn2C)s1 (stereo unspecified)	5	-2	1.1	3	-0.4	0	1.7	-0.2	-0.3	-6	2.6
CCCc1nn2c(=O)cc(CSCC(=O)Nc3cccc(OC)c3)nc2s1	4	0	1.0	-4	-0.9	3	-0.3	-0.1	0.1	1	1.4
COc1cc(NC(=O)Cc2ccccc2)cc(OC)c1	-3	1	-0.1	-8	-0.7	-1	0.8	-0.3	-0.4	-10	1.2
Clc1ccc(-c2nc3ccccn3c2CN2CCCCC2)cc1	-4	-1	-1.9	12	-3.0	-4	-4.9	-2.4	-1.9	15	-8.7
COc1cc(CCC(=O)OCC(=O)N(CC(C)C)C2CCS(=O)(=O)C2)cc(OC)c1OC (stereo unspecified)	2	13	1.4	2	-0.7	-15	-1.7	-0.2	0.4	2	0.1
COc1ccc(NC(=O)CNC(=O)Cc2ccccc2)cc1	4	4	1.4	2	0.4	-2	-1.2	0.4	0.4	2	0.6
CC(C)n1nc(C(=O)OCC(=O)c2c[nH]c3ccccc23)c2ccccc2c1=O	-4	-16	0.2	-23	-0.9	15	1.0	-2.2	-0.8	11	-2.2
COCC(C)NC(C(=O)Nc1cccc(C(C)=O)c1)c1ccccc1 (stereo unspecified)	1	-3	0.8	2	-0.7	5	-2.7	1.1	0.2	2	1.7
Cc1cc(=O)[nH]c(SCC(=O)Nc2ccc(C)c(S(=O)(=O)N3CCCCC3)c2)n1	-4	-10	4.1	1	-1.2	4	0.2	0.3	0.1	0	-0.8
COc1ccc(S(=O)(=O)N2CCOCC2)cc1NC(=O)CN(C)CC(=O)Nc1cccc(F)c1	1	1	0.2	1	-1.0	-7	-1.5	-0.4	-0.9	2	1.2
CCOC(=O)c1ccc(S(=O)(=O)NNC(=O)c2ccc3c(c2)nc(C)n3CC)cc1	0	-1	-1.1	2	0.3	1	3.5	-0.6	-0.4	-3	1.6
O=C(COC(=O)C12CC3CC(CC(C3)C1)C2)NNC(=O)c1ccccc1	-4	-10	-0.4	2	-0.9	-4	-0.1	-0.6	1.4	4	-0.2

Screens (PubChem BioAssay)
